Screening data: PubChem, National Center for Advancing Translational Sciences (NCATS)
AID inh: inhibitors of human activation induced cytidine deaminase; AID deamination FRET fluorescence, UDG-coupled, 4 h; Potency, µM (series often up to 115 µM), without a hit: at the top dose activity change, negative = inhibition, most hits filed as inhibitors; 91,000 compounds, 0.32% hits; AID 1347428; further: nearly all actives have a fitted effect of over 25% in size
Target sequence (Q9GZX7 whole entry, looked up): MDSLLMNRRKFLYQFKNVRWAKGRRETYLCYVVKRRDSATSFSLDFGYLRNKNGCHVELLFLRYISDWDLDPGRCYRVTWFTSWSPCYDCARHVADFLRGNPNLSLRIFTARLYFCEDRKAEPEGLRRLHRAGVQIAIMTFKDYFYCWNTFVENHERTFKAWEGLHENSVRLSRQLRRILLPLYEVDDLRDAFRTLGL
UDG counter: blocks uracil-DNA glycosylase in AID counter-screen; FRET deamination/UDG coupled assay, UDG read, 4 h; Potency, µM (doses to about 115 µM), for inactives: at the highest dose activity change, negative = inhibition, usual class: inhibitors; 91,000 compounds, 0.14% hits; AID 1347430; further: nearly all actives have a fitted effect of over 65% in size
Numbers without * were called inactive; ? = inconclusive; [ ] = dose if it differs, or a comment. The call rests on the fitted dose curve; in most records, active means well fitted curve in the direction sought with a large enough effect; inconclusive means small, poorly fitted or top-dose-only effect, or another doubt; inactive means no such curve, though single readings can be large; an effect the other way counts as inactive or inconclusive. On the % scale 0 is the no-effect control and ±100 the full control effect; potency means the concentration at half of the fitted maximal effect.

No.	molecule	AID inh	UDG counter
1	Cc1cccc(Cn2c(-n3nc(C)c(C)c3C)nc3c2c(=O)[nH]c(=O)n3C)c1	-10%	-4%
2	CCOC(=O)c1c(S(=O)(=O)NCC(=O)NCc2ccccc2Cl)c(C)n(C)c1C	-1%	?
3	CCOc1ccc(CNC(=O)c2ccc3[nH]c(C)c(C)c3c2)cc1OC	0%	48%[activator]
4	CCCCN(CC)CCCNC(=O)CS(=O)(=O)Cc1nc(-c2ccc(C)cc2)oc1C	-26%	-20%
5	Cc1ccc(Nc2c(-c3ccc(N4CCOCC4)cc3)nc3ncccn23)cc1	-11%	5%
6	COC(=O)C(C)N1C(=O)S/C(=C/c2cccs2)C1=O (centres undefined)	-4%	-5%
7	CCOC(=O)c1cccc(NC(=O)CCc2c(C)nn(-c3ccc(N4CCCC4)nn3)c2C)c1	-6%	-4%[57.5 µM]
8	CC(=O)c1ccc(N2CCN(S(=O)(=O)c3ccc4c(c3)CC(C)N4C(=O)C3CCC3)CC2)cc1 (centres undefined)	24%[57.5 µM]	8%[57.5 µM]
9	N#C/C(=C/c1ccc(O)cc1)c1nc(-c2ccc(-c3ccccc3)cc2)cs1	8%	-3%
10	C=CCNC(=S)Nc1ccc(Br)cc1	-2%	-3%
11	CCOc1ccc(N(CC)C(=O)c2noc3c2COc2ccc(C)cc2-3)cc1	?	-18%
12	COc1ccccc1NC(=O)C1CCN(C(=O)c2sc3nc[nH]c(=O)c3c2C)CC1	2%	-1%
13	COc1ccccc1CNCc1ccco1	2%	-4%
14	O=C(Nc1nc2c(s1)CCCCCC2)Nc1ccc(F)cc1F	6%	4%
15	COC(=O)C1CCN(C(=O)Cn2nc(-c3cccs3)c3ccccc3c2=O)CC1	3%	11%
16	CC(C)(Oc1ccc(Cl)cc1)C(=O)Nc1nc2ccc(S(C)(=O)=O)cc2s1	8%[57.5 µM]	-6%[57.5 µM]
17	Cc1ccc(Cl)cc1N1CCN(CC(=O)N(C)CC(=O)Nc2ccccc2C(F)(F)F)CC1	3%	1%
18	Cc1c(F)cccc1NS(=O)(=O)c1cccs1	-20%	-3%
19	COCCn1c(SCc2c(Cl)cccc2Cl)nnc1-c1cccc(C)c1	-17%	-6%
20	Cc1cccc(N2CCN(C(=O)c3cc4c(=O)[nH]c5ccc(C)cc5c4s3)CC2C)c1 (centres undefined)	26%	?
21	CCc1cccc(NS(=O)(=O)c2ccc(-c3coc(C)n3)cc2)c1	-15%	-6%
22	COc1ccc(CNC(=O)c2cnn(-c3ccc(C)cc3)c2C2CCN(C(=O)OC(C)(C)C)CC2)cc1	?	-20%
23	COc1cccc(CNC(=O)CN2C(=O)N(c3ccc(C)cc3C)S(=O)(=O)c3ccccc32)c1OC	-5%	-3%
24	CCOC(=O)CSc1nc2ccc(NC(=O)COc3ccc(F)cc3)cc2s1	25%	-6%
25	COc1ccc(-c2c(C)c3cc(OC(=O)N4CCOCC4)ccc3oc2=O)cc1	-3%	2%
26	Cc1ccccc1NC(=O)CCOc1ccccc1	13%	-4%
27	COc1cc(C(=O)Nc2ccc3oc(=O)ccc3c2)ccc1OC(F)F	50%[activator]	-6%
28	CCOc1ccc(-c2cc(NC(=O)c3ccccc3)c(C(=O)OC)s2)cc1	14%	5%
29	Cc1ccc(C(=O)C(Sc2ccc3c(c2)OCCO3)c2ccc(C)cc2)cc1 (centres undefined)	-8%	-12%
30	O=C(CCCc1nc2ccccc2s1)NC1CCC2CCCCC2C1 (centres undefined)	-3%	-6%

Structures listed so far that have a thiophene ring, fused or not, in the order listed:
No.	molecule	AID inh	UDG counter
6	COC(=O)C(C)N1C(=O)S/C(=C/c2cccs2)C1=O (centres undefined)	-4%	-5%
12	COc1ccccc1NC(=O)C1CCN(C(=O)c2sc3nc[nH]c(=O)c3c2C)CC1	2%	-1%
15	COC(=O)C1CCN(C(=O)Cn2nc(-c3cccs3)c3ccccc3c2=O)CC1	3%	11%
18	Cc1c(F)cccc1NS(=O)(=O)c1cccs1	-20%	-3%
20	Cc1cccc(N2CCN(C(=O)c3cc4c(=O)[nH]c5ccc(C)cc5c4s3)CC2C)c1 (centres undefined)	26%	?
28	CCOc1ccc(-c2cc(NC(=O)c3ccccc3)c(C(=O)OC)s2)cc1	14%	5%

Whole records as entered above. Values in the order: AID inh	UDG counter
`Cc1ccc(Nc2c(-c3ccc(N4CCOCC4)cc3)nc3ncccn23)cc1` in the list: -11%	5%
`COC(=O)C(C)N1C(=O)S/C(=C/c2cccs2)C1=O` (centres undefined) in the list: -4%	-5%

Additional results:
No.	molecule	AID inh	UDG counter
31	COc1ccccc1NC(=O)NCc1cccn1Cc1ccccc1	10%	0%
32	Nc1nccnc1C(=O)NCC(c1ccccc1)c1ccccc1	-11%	-3%
33	COc1cccc(CNC(=O)CN2C(=O)CSc3c2c(C)nn3-c2ccccc2)c1OC	3%	-2%
34	Cc1cc(=O)n(Cc2cccc(Br)c2)c2c1c(C)nn2-c1ccccc1	-19%	6%
35	CCOc1ccc(Oc2ccc(NC(=O)c3ccc4c(c3)NC(=O)CS4)cc2)cc1	0%	0%
36	O=C(Nc1ccc(Cl)c(-c2nc3cc(Cl)ccc3o2)c1)c1cc2ccccc2o1	-5%	23%
37	COc1ccc2nc(NC(=O)c3nc(SCc4ccccc4F)ncc3Cl)sc2c1	13%	0%
38	CCOC(=O)CN1CCCC1c1ccsc1 (centres undefined)	-8%	-8%
39	CC(C)c1ccc(NC(=O)COC(=O)CCC2CCCC2)cc1	-5%	-2%
40	CC(NCCC(N)=O)c1cccc(Cl)c1 (centres undefined)	4%	0%
41	COc1ccccc1CNS(=O)(=O)c1ccc2c(c1)NC(=O)C(C)C(=O)N2 (centres undefined)	-6%	2%[57.5 µM]
42	Cc1oc2ccc(O)c(CN3CCOCC3)c2c1C(=O)Nc1ccc(C(C)C)cc1	-3%	-9%
43	O=C(Nc1ccc(OC(F)F)cc1)c1cc(=O)[nH]c2ccccc12	-1%	3%
44	Cc1ccc(OCCn2c(-c3ccc(Br)cc3)nc3ccccc3c2=O)cc1C	22%	-11%
45	Cc1cccc(NS(=O)(=O)c2ccc3c(c2)CCCN3C(=O)C2CCC2)c1C	-7%	-11%
46	Cc1nnc(N2C(=O)c3oc4ccccc4c(=O)c3C2c2ccc(Cl)cc2)s1 (centres undefined)	-15%	3%
47	CCOc1ccc(-c2nnc(SCC(=O)Nc3ccccc3C(F)(F)F)o2)cc1	3%	26%
48	Cc1ccc(-n2nnc(-c3nsc(NC(=O)c4ccccc4C)n3)c2C)cc1Cl	-6%	0%
49	Cc1ccc(-c2cc(=O)c3cc(Cl)ccc3o2)cc1	1%	3%
50	NS(=O)(=O)c1ccc(NNC(=O)c2ccc(NS(=O)(=O)c3cccs3)cc2)c([N+](=O)[O-])c1	-13%	-5%
51	CCS(=O)(=O)N1CCc2cc(C(=O)NCc3ccc(Cl)cc3)ccc21	-14%	8%
52	COc1ccccc1/C=C/c1nc(C#N)c(N2CCCCCC2)o1	3%	-10%
53	Fc1ccc(CNCc2ccc(-c3ccc(F)cc3)o2)cc1	-1%	-5%
54	COc1cc(NC(=O)c2cc3ccccc3oc2=O)cc(OC)c1OC	0%	-3%
55	Cc1cc(C)c(NC(=O)C(C)Oc2ccc(C#N)cc2)c(C)c1 (centres undefined)	-9%	2%
56	CCOc1ccccc1NC(=O)N(Cc1ccc(F)cc1)C1CCN(CC)CC1	-2%	-6%
57	COc1ccc(OC)c(NS(=O)(=O)c2ccc3c(c2)C(C)(C)C(=O)N3C)c1	161%[activator]	3%
58	Cc1ccccc1CNC(=O)c1ccc(NC(=O)N2CCCCc3ccccc32)cc1	7%	-18%
59	O=C(Nc1ccccc1F)C1CCN(S(=O)(=O)c2ccc3c(c2)CCCN3C(=O)C2CCC2)CC1	-4%	-7%
60	O=C(O)c1c(Cl)ccc(Cl)c1Cl	1%	5%

Part of the list above in order of molecular weight, largest number first.
No.	molecule	AID inh	UDG counter
47	CCOc1ccc(-c2nnc(SCC(=O)Nc3ccccc3C(F)(F)F)o2)cc1	3%	26%
56	CCOc1ccccc1NC(=O)N(Cc1ccc(F)cc1)C1CCN(CC)CC1	-2%	-6%
54	COc1cc(NC(=O)c2cc3ccccc3oc2=O)cc(OC)c1OC	0%	-3%
60	O=C(O)c1c(Cl)ccc(Cl)c1Cl	1%	5%

Additional compounds
No.	molecule	AID inh	UDG counter
61	CC(C)Cn1c(=O)c2sccc2n2c(CCCC(=O)N3CCN(c4ccc(F)cc4)CC3)nnc12	-9%	5%
62	COc1ccc(-c2nc3scc(CCNS(=O)(=O)c4ccc(NC(C)=O)cc4)n3n2)cc1	-12%	-1%[57.5 µM]
63	Cc1ccc(C)c(N2CCN(S(=O)(=O)c3ccc(C4CCCCC4)cc3)CC2)c1	-19%	14%
64	CCC1=Nc2cc(C(=O)N3CCC(C)CC3)ccc2Sc2ccc(C)cc21	32µM*	-13%
65	COCCNC(=O)CCc1ncc(-c2ccc(Cl)cc2Cl)o1	0%	5%
66	CCCC12CC3CC(CC(N)(C3)C1)C2	-8%	-12%
67	COc1ccc(NC(=O)Cn2nc(-c3ccccc3)c3cnc4ccc(C)cc4c32)cc1	13%	?
68	CCc1ccc(S(=O)(=O)NCC(=O)O)cc1	-7%	-6%
69	CC(C)OCc1ccccc1CNC(=O)c1nccnc1N	1%	5%
70	COc1ccccc1CNC(=O)Cn1c(=O)oc2cc(S(=O)(=O)NCc3ccccc3)ccc21	13%	-10%
71	Cc1cc(C)c2oc(-c3cccc(NC(=O)c4cccc(F)c4)c3C)nc2c1	89%[activator]	11%
72	COc1cccc(Nc2nc3ccccc3nc2C(=O)OCC(C)C)c1	13%	-2%
73	CC(C)(C)OC(=O)N1CCC(c2c(C(=O)NCc3ccccc3)cnn2-c2ccccc2)CC1	?	14%
74	COc1ccc(NC(=O)CC2C(=O)N(c3ccc(C)cc3)C(=O)N2Cc2ccc3c(c2)OCO3)cc1 (centres undefined)	12%	?
75	CCN1CCC(N(Cc2ccc(F)cc2)C(=O)Nc2cc(C)ccc2C)CC1	-9%	-5%
76	CC1C(O)CCN(C)C1C (centres undefined)	-3%	3%
77	Cc1ccc(-c2nc3nc(C)cc(N4CCN(c5cc(Cl)ccc5C)CC4)n3n2)cc1	18%	7%
78	CC(C(=O)NCc1ccccc1)N1Cc2ccccc2C1=O (centres undefined)	-2%	-1%
79	COc1ccc(-c2nc(SCC(=O)NCc3ccccc3Cl)n[nH]2)cc1	10%	-6%
80	CN(C)c1ccc(CNC(=O)Cn2c(=O)oc3cc(S(=O)(=O)NCc4ccccc4)ccc32)cc1	10%	-17%
81	COc1cccc(NC(=O)c2c(-c3ccccc3)oc3ccc(OC)cc23)c1	1%	-2%
82	COc1ccc(CCNC(=O)c2cc3c(=O)[nH]c4ccc(C)cc4c3s2)cc1OC	-10%	0%
83	Nc1cccc(-c2ccn[nH]2)c1	2%	1%
84	CCOc1ccc(NC(=O)C2CCN(S(=O)(=O)c3c(C)noc3/C=C/c3cccs3)CC2)cc1	3%	0%[57.5 µM]
85	COC(=O)c1ccc(NC(=O)CC2C(=O)N(c3cccc(OC)c3)C(=O)N2Cc2ccco2)cc1 (centres undefined)	8%	0%[57.5 µM]
86	O=C(CCc1nc(-c2ccccn2)no1)NCc1ccc(-n2cncn2)nc1	-7%	11%
87	Cc1cc2nc(-c3cccc(NC(=O)COc4ccc(Cl)c(C)c4)c3)oc2cc1C	3%	-9%
88	COC(=O)c1sc(N2C(=O)c3oc4ccc(C)cc4c(=O)c3C2c2ccc(O)c(OC)c2)nc1C (centres undefined)	-21%	4%
89	O=C(O)C1=CC(c2ccc(Br)cc2)n2ncnc2N1 (centres undefined)	25%	4%
90	O=C(CCc1c[nH]c2ccccc12)Oc1ccc2ccc(=O)oc2c1	-9%	-4%

3 of the entries above in order of the AID inh value, low to high:
nr	Molecule	AID inh
61	CC(C)Cn1c(=O)c2sccc2n2c(CCCC(=O)N3CCN(c4ccc(F)cc4)CC3)nnc12	-9%
86	O=C(CCc1nc(-c2ccccn2)no1)NCc1ccc(-n2cncn2)nc1	-7%
72	COc1cccc(Nc2nc3ccccc3nc2C(=O)OCC(C)C)c1	13%

(cont.)
No.	molecule	AID inh	UDG counter
91	Cc1cc2oc(=O)cc(CN3CCN(Cc4ccccc4)CC3)c2cc1Cl	-4%	-3%
92	CCOc1ccc(CNC(=O)CCS(=O)(=O)c2cc3c4c(c2)CCN4C(=O)CC3)cc1	16%	5%
93	COc1ccc2[nH]c(C)c(CCNC(=O)c3cc4cc(Cl)ccc4oc3=O)c2c1	-1%	-4%
94	Cc1ccc(C(=O)C(C)C(=O)c2ccc(C)c(C)c2)cc1C	-2%	1%
95	C/C(=N\OC(=O)c1ccc(OC(C)C)cc1)c1ccc(C(C)C)cc1	-7%	6%
96	Cc1cc(C)n2c(Nc3ccc4c(c3)OCCO4)c(-c3ccc(Cl)cc3)nc2n1	-23%	-12%
97	COc1ccc(-c2nc(SCC(=O)NCCCc3ccccc3)n[nH]2)cc1	-2%	-1%
98	CCOc1cc(/C=C/C(=O)c2ccc(C3CCCCC3)cc2)ccc1OC	-15%	-12%
99	Cc1ccc(N(CC(O)Cn2c3ccccc3c3ccccc32)S(=O)(=O)c2ccc(F)cc2)cc1 (centres undefined)	?	-18%
100	CN1CCN(C(c2ccc(F)cc2)c2sc3nc(-c4ccco4)nn3c2O)CC1 (centres undefined)	15%	0%[57.5 µM]
101	N#Cc1ccsc1NC(=O)CSc1nnc(-c2ccccc2F)n1C1CCCCC1	3%	-2%

A portion of the library; the hit share may differ from the screen's.
